# Bioassay records as filed in PubChem.
# HDAC3 inhib = HDAC3 deacetylase inhibitors, primary screen, biochemical, fluorescence, cell-free homogeneous. Histone deacetylase 3 (Homo sapiens), O15379. recombinant HDAC3, fluorogenic peptide/trypsin coupled. inhibition, % at 8.3 µM. 320,000 compounds, 0.15% hits; in the data active = inhibition above about 26%, passing the limit was not always enough; inconclusive = no clear call, values can overlap the other calls
# hERG protect = hERG rescue from dofetilide block, primary screen, cell-based, CHO-hERG, FluxOR thallium flux, dofetilide IC70 | Voltage-gated inwardly rectifying potassium channel KCNH2 (Homo sapiens), Q12809 | dofetilide IC70 present | activation (rescue from dofetilide block), less the hit threshold, % at 10 µM | 310,000 compounds, 0.51% hits | AID 1511, 2009;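 active = activation above the mean of controls blocked by dofetilide plus 5 SD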;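 also: thallium influx through hERG after potassium depolarization seen as dye fluorescence rise; in these data hits start at about 4.7%; inactives centre near -7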
# Target sequence (Q12809 whole entry, looked up): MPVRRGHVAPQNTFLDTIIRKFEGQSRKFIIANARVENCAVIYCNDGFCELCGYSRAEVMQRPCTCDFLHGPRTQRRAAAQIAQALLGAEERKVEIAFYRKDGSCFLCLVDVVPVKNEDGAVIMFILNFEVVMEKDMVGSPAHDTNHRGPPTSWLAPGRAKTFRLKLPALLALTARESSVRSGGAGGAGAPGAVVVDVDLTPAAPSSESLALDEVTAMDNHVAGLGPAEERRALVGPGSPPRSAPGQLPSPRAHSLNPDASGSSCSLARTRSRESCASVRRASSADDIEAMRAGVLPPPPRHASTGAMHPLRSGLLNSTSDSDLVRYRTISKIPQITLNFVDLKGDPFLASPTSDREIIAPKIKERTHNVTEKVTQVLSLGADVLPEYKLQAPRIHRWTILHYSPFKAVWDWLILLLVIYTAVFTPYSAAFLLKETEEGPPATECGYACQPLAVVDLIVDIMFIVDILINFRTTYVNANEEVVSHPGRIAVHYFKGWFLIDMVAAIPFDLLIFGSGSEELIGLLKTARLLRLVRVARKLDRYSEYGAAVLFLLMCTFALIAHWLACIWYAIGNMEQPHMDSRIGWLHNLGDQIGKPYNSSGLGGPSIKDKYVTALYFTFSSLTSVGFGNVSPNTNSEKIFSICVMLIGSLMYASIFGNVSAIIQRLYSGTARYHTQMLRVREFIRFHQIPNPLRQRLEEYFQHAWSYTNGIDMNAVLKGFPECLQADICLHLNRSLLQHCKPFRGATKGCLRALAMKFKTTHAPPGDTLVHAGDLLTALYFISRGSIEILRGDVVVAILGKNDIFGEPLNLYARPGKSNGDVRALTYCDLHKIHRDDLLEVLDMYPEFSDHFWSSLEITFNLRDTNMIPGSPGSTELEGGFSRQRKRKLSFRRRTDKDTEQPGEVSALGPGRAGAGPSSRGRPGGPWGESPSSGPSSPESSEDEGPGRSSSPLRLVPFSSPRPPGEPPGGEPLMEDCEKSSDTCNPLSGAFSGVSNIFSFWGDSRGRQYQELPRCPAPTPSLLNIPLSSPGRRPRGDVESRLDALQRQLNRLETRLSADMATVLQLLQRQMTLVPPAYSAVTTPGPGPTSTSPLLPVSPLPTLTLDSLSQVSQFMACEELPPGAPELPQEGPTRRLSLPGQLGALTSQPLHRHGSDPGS
# SKKanGAS inh = S. pyogenes SKKanGAS growth inhibitors in kanamycin, primary screen, streptokinase expression inhibitor project, SKKanGAS strain, BacTiter-Glo luminescence. 6 h. inhibition, % at 7.5 µM. 300,000 compounds, 1.3% hits;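 active = mean replicate score, as percent of positive control median, at least 50; inconclusive = mean below 50 but one replicate at or above 50; inactive = mean and every replicate below 50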;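 also: strain carries kanamycin resistance gene driven by streptokinase promoter and grows in 40 µg/ml kanamycin; loss of luminescence reflects streptokinase promoter inhibition or plain growth inhibition; 0% = median of DMSO wells and 100% = positive control at its reference dose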
# ANO1 activ = TMEM16A chloride channel activators or potentiators, primary screen, cell-based, HTS | Anoctamin-1 (Mus musculus), Q8BHY3 | HEK293 TMEM16A/YFP-H148Q/I152L, iodide quench fluorescence; hits give low values | B-score at 10 µM | 340,000 compounds, 0.3% hits;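 active = fluorescence-ratio B-score plate-corrected deviation score at least 3 library SD below zero, with starting fluorescence score within 5 deviations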;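 also: channel opened by trigger with iodide after compound preincubation; score built on the fluorescence ratio of max minus min over baseline; more negative score means more quench and so TMEM16A activation or potentiation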
# KCNK3 inh = human KCNK3 channel inhibitors, primary screen, CHO cells, FluxOR thallium flux, B-score. AID 602410, 2012. Potassium channel subfamily K member 3 (Homo sapiens), O14649. 340,000 compounds, 0.84% hits. B-score at 10 µM. FluxOR fluorescence; hits give low values;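 active = B-score under library mean minus 4 SD, starting fluorescence ratio at most library mean plus 5 SD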;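 also: more negative B-score means stronger inhibition of thallium flux through KCNK3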
# KCNQ1 inh = inhibitors of human KCNQ1 channel, primary screen, cell-based, thallium flux, high-throughput; Potassium voltage-gated channel subfamily KQT member 1 (Homo sapiens), P51787; CHO-K1 KCNQ1, FluxOR thallium flux fluorescence; hits give high values; B-score at 10 µM; 310,000 compounds, 1.3% hits; AID 2642, 2010;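 active = compounds whose thallium flux B-score, printed positive for inhibition, exceeds three library SD while starting fluorescence stays within three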;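 also: channel opened by potassium depolarization with thallium stimulus after 20 min compound exposure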
# KCNK9 inh = KCNK9 potassium channel inhibitors, primary screen, HEK293 cells, thallium flux | Potassium channel subfamily K member 9 (Homo sapiens), Q9NPC2 | FluxOR thallium flux fluorescence; hits give low values | B-score at 10 µM | 310,000 compounds, 1.2% hits;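 active = ratio B-score over 3 SD below the library mean, with starting fluorescence within 5 SD of its mean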;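 also: negative B-score means less thallium flux so channel inhibition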
# RGS4 act = RGS4 potentiators or activators, primary screen, cell-based, HEK293 M3R inducible RGS4, calcium flux; B-score at 10 µM; AID 463111, 2010; carbachol calcium flux Fluo4; hits give low values; 310,000 compounds, 0.92% hits;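 active = B-score of the integrated calcium signal more than 4 SD below the library mean, with starting fluorescence not abnormally high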;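 also: negative B-score means reduced calcium response which marks RGS4 activation or potentiation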
#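 Material: M3R-expressing HEK293 line, RGS4 induced by doxycycline | Schedule: Overnight RGS4 induction, 30 min dye load 37 °C, 20 min compound RT | Measured by: Fluo4 fluorescence kinetic imaging of calcium | Read-out: Integrated calcium ratio converted to B score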
# KCNQ1 act = potentiators or activators of KCNQ1 channel, primary screen, cell-based, thallium flux, high-throughput; Potassium voltage-gated channel subfamily KQT member 1 (Homo sapiens), P51787; CHO-K1 KCNQ1, thallium flux FluxOR fluorescence; hits give high values; B-score at 10 µM; 310,000 compounds, 0.35% hits; AID 2648, 2010;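 active = fluorescence ratio B-score, a plate-corrected score, at least three library SD, with initial intensity B-score within 5 SD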
#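 Assay system: CHO-K1 cells stably expressing KCNQ1; Medium: assay buffer with matched DMSO; Also added: K+/Tl+ depolarizing stimulus; Dosing: single dose; Timing: dye 90 min, compound 20 min, room temperature; Measured by: kinetic FluxOR thallium fluorescence, 10-s 1-Hz baseline, 110-s post-stimulus read; Read-out: peak-minus-minimum fluorescence over initial fluorescence, negative-control normalized, B-scored.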
# ANO1 block = TMEM16A chloride channel inhibitors, primary screen, cell-based, HTS. Anoctamin-1 (Mus musculus), Q8BHY3. HEK293 TMEM16A/YFP iodide influx fluorescence, ionomycin. normalized B-score (activity score, 25-100; higher = stronger inhibition) at 10 µM. 310,000 compounds, 1.2% hits. AID 588511, 2011;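 active = ratio plate-corrected score three or more library SD toward inhibition, starting fluorescence score within five deviations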;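 also: score derived from kinetic fluorescence span divided by baseline fluorescence per well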
# RGS4 inh = RGS4 inhibitors, primary screen, cell-based, HEK293 M3R inducible RGS4, calcium flux; Regulator of G-protein signaling 4 (Homo sapiens), P49798; Fluo-4 calcium flux; hits give high values; triggered by carbachol at its EC20; B-score at 10 µM; 310,000 compounds, 0.45% hits; AID 463165, 2010;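 active = B-score, a plate-corrected calcium signal, over three deviations above library mean, with baseline fluorescence within five deviations of library mean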;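 also: RGS4 expression induced by doxycycline in cells with stable M3 receptor; B-score is computed from the integrated fluorescence ratio over baseline after carbachol; higher B-score means a larger calcium signal and so more RGS4 inhibition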
# Active calls of the source: *; i = inactive; ? = inconclusive; . = no result given. Rows are unselected (roughly 6.3% active in at least one column).
SMILES,HDAC3 inhib,hERG protect,SKKanGAS inh,ANO1 activ,KCNK3 inh,KCNQ1 inh,KCNK9 inh,RGS4 act,KCNQ1 act,ANO1 block,RGS4 inh
COc1ccc(CSc2nncn2N)cc1[N+](=O)[O-],1,0,2,i,i,i,i,i,i,i,i
Cc1ccc(S(=O)(=O)N[C@@H](CO)C(=O)N[C@@H](Cc2ccc(O)cc2)C(=O)O)cc1,-2,-7,0,i,i,i,i,i,i,i,i
CN1c2ccsc2C(=O)/C(=C\Nc2cccc(C(F)(F)F)c2)S1(=O)=O,-7,1,-1,i,i,i,i,i,i,i,i
CCOC(=O)c1cnc(-n2nc(C)cc2C)nc1Nc1ccc(N(C)C)cc1,-6,-14,97*,i,i,i,i,i,i,i,i
Cc1ccnc2c(N3C(=O)C4C5c6ccccc6C(c6ccccc65)C4C3=O)cccc12 (stereo not given),-3,-8,4,i,i,i,i,i,i,i,i
CCOC(=O)c1ccc(NC(=O)NC2CCN(CC(=O)NCc3ccc4c(c3)OCO4)CC2)cc1,2,-8,-9,i,i,i,i,i,i,i,i
CCCOc1ccc(C2C(C#N)=C(N)Oc3nc[nH]c(=O)c32)cc1OC (stereo not given),?,-7,-5,i,i,i,i,i,i,i,i
NC(=O)C1CCN(c2ccnc3cc(Cl)ccc23)CC1,-1,-11,10,i,i,i,i,i,i,i,i
CN(C)c1cccc(C(=O)NC2CCCc3ccccc32)c1 (stereo not given),-7,-10,6,i,i,i,i,i,i,i,i
CC1(C)C=C2C(=NN(c3ccccc3)C(N)=C2C#N)CO1,8,-7,3,i,i,i,i,i,i,i,i
O=C(NCc1ccco1)C1CCN(Cc2ccc(F)cc2)CC1,-6,-10,3,i,i,i,i,i,i,i,i
CCOC(=O)c1c(NC(=O)CSc2nc3ccc(OC)cc3[nH]2)sc2c1CC(C)(C)NC2(C)C,8,-15,-1,i,i,i,i,i,i,i,i
Cc1cc(=O)oc2c(C)c(OCC(=O)NCCCn3ccnc3)ccc12,3,-9,-2,i,i,i,i,i,i,i,i
CCc1nnc(NC(=O)CSc2nnc(C)n2CC2CCCO2)s1 (stereo not given),5,-4,-3,i,i,i,i,i,i,i,i
CC1(N(O)/C=C2\C=CC=CC2=O)CCCCC1=O (stereo not given),-10,-10,-1,i,i,i,i,i,i,i,i
Cc1ccccc1N1CCN(Cc2cccc(C(=O)O)c2)CC1,-2,-6,4,i,i,i,i,i,i,i,i
O=C(CCC(=O)Nc1nnc(C2CCCCC2)s1)NCc1ccc(F)cc1,-1,-4,2,i,i,i,i,i,i,i,i
CCN(CC)C(=O)CN(c1cccc(C(F)(F)F)c1)S(C)(=O)=O,-3,-21,-1,i,i,i,i,i,i,i,i
COc1cccc(C(=O)c2c[nH]c(C(=O)NCc3ccco3)c2)c1,2,-9,-8,i,i,i,i,i,i,i,i
Cc1ccc(Oc2ccc(Cl)cc2NC(=O)c2cnccn2)cc1,1,-5,3,i,i,i,i,i,i,i,i
O=C(Nc1ccccc1)c1cc(S(=O)(=O)NCc2ccncc2)ccc1Cl,-4,-20,-2,i,i,i,i,i,i,i,i
O=S(=O)(NCC1CCCO1)c1cc(Cl)ccc1Cl (stereo not given),-4,-3,-9,i,i,i,i,i,i,i,i
FC(F)(F)COc1nc(N2CCOCC2)nc(N(c2ccccc2)c2ccccc2)n1,.,-4,6,i,i,i,i,i,i,i,i
COc1cc(-c2nnc(SCC(=O)Nc3cc(C)on3)n2C)cc(OC)c1O,-2,-7,1,i,i,i,i,i,i,i,i
Cc1c(C)n(-c2ccccc2)c2ncnc(NCCCN(C)C)c12,3,-7,-1,i,i,i,i,i,i,i,i
CCOC(=O)C(C)Sc1ncc(-c2ccccc2)cn1 (stereo not given),-1,-12,6,i,i,i,i,i,i,i,i
O=C(C1=NN[C@@H]2C(=O)N(c3cccc(F)c3)C(=O)[C@H]12)C(c1ccccc1)c1ccccc1,0,-8,7,i,i,i,i,i,i,i,i
O=C(Nc1cc(Cl)ccc1-n1cncn1)c1ccc([N+](=O)[O-])s1,6,-6,16,i,i,i,i,i,i,i,i
COc1ccccc1C(=O)N/C(=N/c1nc(C)cc(C)n1)Nc1ccccc1,-6,-6,7,i,i,i,i,i,i,i,i
Cc1cc(NC(=O)CCc2ccccc2)c([N+](=O)[O-])cc1C,3,-3,-2,i,i,i,i,i,i,i,i
COc1cc2c(cc1OC)CN(C(=O)CN1CCN(S(=O)(=O)c3ccccc3Br)CC1)CC2,?,-9,7,i,i,i,i,i,i,i,i
Cc1ccc(COCC(CC(C)C)N2CCN(C(=O)c3cccc(C(F)(F)F)c3)CCC2=O)cc1 (stereo not given),13,-12,4,-17*,i,i,i,i,i,i,i
Cn1cnc2cc(NS(=O)(=O)c3ccc(Br)cc3)ccc21,0,-7,0,i,i,i,i,i,i,i,i
O=C(CSc1nc(-c2ccccc2)cc(=O)[nH]1)Nc1ccccn1,0,-8,2,i,i,i,i,i,i,i,i
Cc1ccc(SCc2cn3cccnc3n2)cc1,-1,-10,-1,i,i,i,i,i,i,i,i
CC(C)CNS(=O)(=O)c1cc(C(=O)OCC(=O)c2ccc3c(c2)OCCO3)c(Cl)cc1Cl,2,-9,0,i,i,i,i,i,i,i,i
O=C(NNC(=S)Nc1ccccc1C(F)(F)F)c1ccc(Br)o1,-1,-2,0,i,i,i,i,i,i,i,i
CCCN(CCC)S(=O)(=O)c1ccc(C(=O)NCc2ccc3c(c2)OCO3)cc1,-5,-4,-4,i,i,i,i,i,i,i,i
COc1ccccc1CCN1CCCC(CN(C)C(=O)c2ccc3nc[nH]c3c2)C1 (stereo not given),-2,-10,7,i,i,i,i,i,i,i,i
Cc1cccc2cc(CN(C(=O)c3cccs3)c3ccccc3)c(=O)[nH]c12,-2,-3,0,i,i,i,i,i,i,i,i
CC(C)NC(=O)c1c(O)c2cccc3c2n(c1=O)CCC3,0,-5,-4,i,i,i,i,i,i,i,i
Cc1ccc(NC(=O)Cn2cccc2)cc1Cl,-4,-10,4,i,i,i,i,i,i,i,i
CN(CC(=O)Nc1ccccc1Br)C(=O)C1CCN(C(=O)c2ccc(Cl)cc2)CC1,-1,-4,7,i,i,i,i,i,i,i,i
CC(C)c1ccccc1NCC(=O)N1CCN(Cc2ccccc2)CC1,-1,-3,-3,i,i,i,i,i,i,i,i
COc1ccccc1CNC(=O)C1(C)Oc2cccnc2NC1=O (stereo not given),6,-8,-5,i,i,i,i,i,i,i,i
COc1ccc(S(=O)(=O)N(C)c2ccc(C(=O)NCc3ccco3)cc2)cc1,-9,-1,-2,i,i,i,i,i,i,i,i
CCOC(=O)CN1C(=O)N[C@@H](c2cccc(F)c2)C(C(=O)OC)=C1C,2,-7,5,i,i,i,i,i,i,i,i
Cc1cccc(NC(=O)c2ccc(N3C(=O)C4C5C=CC(C6CC56)C4C3=O)cc2)c1 (stereo not given),-8,-10,33,i,i,i,i,i,i,i,i
Cc1cc(N2CCN(C(=O)c3ccco3)CC2)n2ncc(-c3ccccc3)c2n1,0,-6,22,i,i,i,i,i,i,i,i
Fc1ccc(/C=N/N2CCCCC2)c(F)c1,-2,-8,15,i,i,i,i,i,i,i,i
# Next part
SMILES,HDAC3 inhib,hERG protect,SKKanGAS inh,ANO1 activ,KCNK3 inh,KCNQ1 inh,KCNK9 inh,RGS4 act,KCNQ1 act,ANO1 block,RGS4 inh
Cc1ccnc(OC(C(=O)O)C(OCCc2ccccc2)(c2ccccc2)c2ccccc2)n1 (stereo not given),-1,-6,5,i,i,i,i,i,i,i,i
O=C(CCn1c(=S)oc2ccccc21)NC1CCCCC1,-1,-12,-5,i,i,i,i,i,i,i,i
S=C(NC1CCCC1)N1CCN(c2cccc(Cl)c2)CC1,-7,-4,-5,i,i,i,i,i,i,i,i
O=C(/C=C/c1ccc(O)c(O)c1)OCCc1ccccc1,13,-13,3,i,-12*,i,i,i,i,100*,i
CN1/C(=C/C=N/NC(=O)c2ccc([N+](=O)[O-])cc2)C(C)(C)c2ccccc21,-8,-6,8,i,i,i,i,i,i,i,i
Cc1sc2nc(CSCC(=O)N(CCC#N)c3ccccc3)[nH]c(=O)c2c1C,?,-2,-4,i,i,i,i,i,i,i,i
O=C(CCCOc1ccccc1)Nc1cccnc1,-4,-6,-1,i,i,i,i,i,i,i,i
N#Cc1cccc(NC(=O)Nc2cccs2)c1,9,-16,6,i,i,i,i,i,i,i,i
COc1ccc(CNC(=O)C(=O)NCCC2CCCCN2S(=O)(=O)c2ccccc2)cc1 (stereo not given),.,-2,4,i,i,i,i,i,i,i,i
COc1cc2c(cc1OC)/C(=C/C#N)NC(C)(C)C2,-2,-6,1,i,i,i,i,i,i,i,i
Cc1ccc(C)c(NS(=O)(=O)c2cc(C(N)=O)ccc2C)c1,-4,-5,2,i,i,i,i,i,i,i,i
COC(=O)C1=C(C)N(C)C(=O)NC1c1cc(Cl)c(O)c(OC)c1 (stereo not given),-3,-5,2,i,i,i,i,i,i,i,i
COc1ccc(OC)c(S(=O)(=O)N2CCCC(C(=O)NCCc3ccccc3)C2)c1 (stereo not given),-4,-13,-12,i,i,i,i,i,i,i,i
CCOC(=O)C(Cc1c[nH]c2ccccc12)NC(=O)c1ccco1 (stereo not given),-1,-11,0,i,i,i,i,i,i,i,i
CCN1CCN(c2oc(COc3ccc(-c4ccccc4)cc3)nc2C#N)CC1,3,-16,-11,i,i,i,i,i,i,i,i
